Bioassay records (PubChem)
FXN GAA850 act: FXN promoter activators, primary screen, cell-based, luciferase luminescence, HEK293 lucGAA850; HEK293 lucGAA850 FXN promoter luciferase reporter, 24 h; percent of 10 µM SAHA response; activation, % at 6 µM; 0.56% of 360,000 active; AID 540364, 2011;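 active = activation above the average of all compounds screened plus 3 SD, cutoff fixed separately per campaign, cut at about 7.5% in these data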;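 also: 0% = DMSO wells and 100% = 10 µM SAHA wells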
Tn6 DDE FP: inhibitors of Tn6 peptide binding to fibrin DD(E), primary screen, biochemical, fluorescence polarization, human fibrin, Tn6 probe. Fibrin DD(E) TRITC-Tn6 fluorescence polarization displacement. inhibition, % at 8.3 µM. Fibrinogen beta chain (Homo sapiens), P02675. 0.21% of 370,000 active;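 active = inhibition above a per-campaign cutoff: mean of compounds within control limits plus 3 SD, cut at about 15% in these data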;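 also: 0% = median of all compound wells on the plate and 100% = blocking peptide control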
ARFGAP1 inhibitor: inhibitors of rat ARFGAP1 GAP activity, primary screen, biochemical, fluorescence polarization, GDP tracer; Arfgap1-stimulated ARF1 GTP hydrolysis, GDP FP detection; AID 651572, 2012; 0.26% of 360,000 active; inhibition, % at 16.5 µM; ADP-ribosylation factor GTPase-activating protein 1 (Rattus norvegicus), Q62848;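 active = inhibition above a per-plate limit, mean inhibition of low control wells plus 3 SD, cut at about 25% in these data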;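 also: 0% = DMSO wells with enzyme and 100% = wells lacking Arfgap1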
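Material: rat Arfgap1 catalytic domain, aa 1-136; also added: human ARF1(Δ1-17)-GTP substrate; compound dosing: one concentration, 16.5 µM, DMSO 1.26%; incubation: GTP hydrolysis reaction 2 h at 25 °C; measured by: Tracer-displacement fluorescence polarization with EDTA stop, 620/688 nm; evaluation: % inhibition from polarization; repeats: one replicate per compound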
GC-A act: GC-A stimulated cGMP production enhancers – HEK293 GC-A cells, cGMP TR-FRET, EC30 ANP, primary screen. 0.14% of 370,000 active. Atrial natriuretic peptide receptor 1 (Homo sapiens), P16066. activation, % at 10 µM. AID 1671463, 2021. 0% at EC30 ANP, 100% saturating ANP; in the data active = activation above about 40%
KLK7 zymogen act: proKLK7 zymogen activators, primary screen, biochemical, fluorescence intensity; activation, % at 7 µM; purified proKLK7, EDANS-DABCYL substrate fluorescence; 100% is mature enzyme control, 0% vehicle; 0.9% of 370,000 active; AID 652039, 2013;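 active = activation above the mean of all tested compounds plus 3 SD, computed per campaign excluding outliers beyond control limits, cut at about 13% in these data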
ADAM10 inh: human ADAM10 inhibitors, primary screen, biochemical, QFRET, HTS | Disintegrin and metalloproteinase domain-containing protein 10 (Homo sapiens), O14672 | inhibition, % at 7 µM | 0.62% of 370,000 active | recombinant ADAM10, EDANS/DABCYL FRET peptide cleavage, 3 h;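 active = inhibition above a per-campaign cutoff equal to the mean of compounds falling between control-based bounds plus 3 SD, cut at about 20% in these data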;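 also: 0% = DMSO wells while the 100% control is not disclosed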
sPLA2-III inh: human group III sPLA2 inhibitors, primary screen, biochemical, QFRET, BODIPY PC-A2 liposome substrate; 0.56% of 370,000 active; Group 3 secretory phospholipase A2 (Homo sapiens), Q9NZ20; inhibition, % at 12.2 µM; QFRET BODIPY PC-A2 liposome hydrolysis, fluorescence;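 active = inhibition above mean plus 3 SD of compounds lying within the high and low control bounds, cut at about 19% in these data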;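 also: 0% = median of test compound wells and 100% = no enzyme DMSO wells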
GC-B act: human GC-B receptor activators, primary screen, HEK293 GC-B cells, cGMP TR-FRET, EC30 CNP; 0% at EC30 CNP, 100% saturating CNP; 0.11% of 370,000 active; Atrial natriuretic peptide receptor 2 (Homo sapiens), P20594; activation, % at 10 µM;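 active = activation at 10 µM reaching about 35% in either raw or pattern-adjusted values, limit read from the data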
Target sequence (P20594 whole entry, looked up): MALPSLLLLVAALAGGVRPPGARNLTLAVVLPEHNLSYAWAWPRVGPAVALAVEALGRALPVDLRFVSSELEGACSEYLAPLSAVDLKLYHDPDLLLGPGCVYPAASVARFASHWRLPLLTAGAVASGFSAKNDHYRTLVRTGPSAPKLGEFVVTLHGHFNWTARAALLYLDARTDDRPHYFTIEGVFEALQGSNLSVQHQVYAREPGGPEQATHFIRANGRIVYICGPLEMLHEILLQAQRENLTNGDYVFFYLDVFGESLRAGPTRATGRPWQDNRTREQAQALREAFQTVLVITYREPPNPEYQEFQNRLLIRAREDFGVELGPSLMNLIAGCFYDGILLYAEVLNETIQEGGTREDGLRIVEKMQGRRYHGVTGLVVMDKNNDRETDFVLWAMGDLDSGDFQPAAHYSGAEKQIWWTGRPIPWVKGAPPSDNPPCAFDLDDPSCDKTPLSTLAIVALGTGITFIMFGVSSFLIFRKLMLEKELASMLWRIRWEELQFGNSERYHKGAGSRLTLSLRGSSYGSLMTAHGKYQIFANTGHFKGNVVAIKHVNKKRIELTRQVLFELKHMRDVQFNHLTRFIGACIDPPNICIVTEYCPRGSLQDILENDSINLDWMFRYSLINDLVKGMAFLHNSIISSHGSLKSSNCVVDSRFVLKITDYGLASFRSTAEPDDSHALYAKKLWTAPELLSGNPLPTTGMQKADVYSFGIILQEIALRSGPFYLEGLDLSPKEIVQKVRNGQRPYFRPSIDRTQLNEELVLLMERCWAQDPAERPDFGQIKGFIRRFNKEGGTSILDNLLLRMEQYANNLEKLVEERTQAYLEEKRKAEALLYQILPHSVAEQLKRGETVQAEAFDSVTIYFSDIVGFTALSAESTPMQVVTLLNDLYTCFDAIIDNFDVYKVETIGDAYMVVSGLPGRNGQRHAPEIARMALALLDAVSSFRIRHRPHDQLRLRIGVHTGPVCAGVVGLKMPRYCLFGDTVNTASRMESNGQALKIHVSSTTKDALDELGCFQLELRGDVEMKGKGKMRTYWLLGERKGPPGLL
rCAG binder: binders of r(CAG) RNA repeats, primary screen, biochemical, fluorescence. r(CAG) RNA repeat, TO-PRO-1 dye displacement fluorescence. inhibition, % at 3 µM. 1.3% of 370,000 active;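 active = inhibition above the plate cutoff, the mean of all test compounds on that plate plus 3 SD, cut at about 35% in these data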;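 also: 0% = DMSO alone and 100% = 100 µM mitoxantrone as full dye displacement; higher means more dye released from RNA so lower well fluorescence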
ASAP1 GAP inh: inhibitors of human ASAP1 ArfGAP activity, primary screen, biochemical, fluorescence polarization; Arf-GAP with SH3 domain, ANK repeat and PH domain-containing protein 1 (Homo sapiens), …; ASAP1-stimulated ARF1 GTP hydrolysis, GDP FP detection; inhibition, % at 16.5 µM; 0.19% of 360,000 active; in the data active = inhibition above about 25%;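 also: 0% = vehicle with enzyme and substrate and 100% = no enzyme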
* hit, by the source's call; . = no result given.

compound | FXN GAA850 act | Tn6 DDE FP | ARFGAP1 inhibitor | GC-A act | KLK7 zymogen act | ADAM10 inh | sPLA2-III inh | GC-B act | rCAG binder | ASAP1 GAP inh
CCOC(=O)COc1ccc(S(=O)(=O)Nc2ccc3c(c2)OCO3)cc1 | -2.3 | 7 | 3 | 5 | 0.1 | -5 | -4 | 0 | 2 | 6
O=[N+]([O-])c1cc2c(cc1Br)CCN2 | -0.2 | -4 | 1 | -1 | -0.4 | 2 | 4 | -3 | -2 | -7
Cc1c(Br)c(=O)[nH]c(=O)n1COCc1ccccc1 | 0.1 | -7 | -1 | -6 | 0.1 | 2 | 6 | -11 | 0 | -6
Cc1ccc(C2OC(=O)c3ccccc32)cc1 (stereo not given) | 2.4 | -3 | -9 | -3 | 0.0 | 10 | 9 | 1 | 5 | 7
Cc1nn(C)cc1/C=N/NC(=O)Cn1nnc(N)n1 | 0.8 | 6 | -7 | -2 | 0.1 | 4 | 1 | -3 | -1 | 3
Cc1ccc(NC(=S)NC(=O)C2CC2)c(C)c1 | 3.9 | -1 | -3 | -1 | -0.4 | 3 | 9 | 4 | -2 | -2
Cc1ccccc1Oc1ccc(-c2nc(N)nc(N)n2)cc1 | 3.0 | 5 | 3 | 2 | -0.1 | 5 | -6 | 5 | -1 | -1
O=C(O)/C=C\c1cc2c(cc1[N+](=O)[O-])OCO2 | 3.0 | 0 | -8 | -2 | 1.4 | -29 | -1 | 0 | -2 | 7
O=C(Nc1nnc(-c2ccccc2Cl)s1)c1ccccc1F | 2.3 | -5 | 1 | -14 | -0.5 | 4 | -2 | -1 | -1 | 7
O=C(/C=C/c1cccc([N+](=O)[O-])c1)NC(=S)Nc1ccc(CN2CCOCC2)cc1 | -6.7 | 5 | 7 | 8 | 0.2 | 4 | 0 | 9 | 1 | -8
C=CCNC(=O)CC(=O)N/N=C/c1cccc(Br)c1 | -0.4 | 6 | 1 | 0 | 0.2 | -3 | -6 | -7 | -1 | 14
COc1ccccc1C1(O)CC2CCC(C1)N2S(=O)(=O)c1ccc(C(C)=O)cc1 (stereo not given) | 0.0 | -9 | 18 | -1 | 0.1 | 7 | 1 | 5 | -3 | 3
ON=C(CCc1ccccc1)CCc1ccccc1 | 3.4 | -4 | 1 | 2 | 0.3 | 3 | 4 | -1 | 0 | 21
CCOC(=O)C1(Cc2ccc(OC)cc2)CCN(C(=O)C2CC(=O)N(C3CC3)C2)CC1 (stereo not given) | 0.5 | 2 | -8 | 0 | 0.3 | 5 | -1 | -2 | -6 | -9
CC(=O)Nc1cc(-c2ccc(CO)cc2)cn2c(-c3ccc(F)c(Cl)c3)cnc12 | 1.1 | -5 | 16 | 4 | -3.9 | -93 | 8 | 7 | 6 | -15
CC(=O)c1c(C(C)=O)c(C)n(NC(=O)c2cccnc2)c1C | 0.4 | 1 | 3 | 9 | -0.2 | 7 | 1 | -1 | 4 | 6
CCN(Cc1ccccc1)C(=O)CC1Oc2ccccc2NC1=O (stereo not given) | -3.5 | 4 | 3 | 2 | 0.1 | -15 | 2 | 4 | 4 | 0
CC(C)N(Cc1ccccc1)C(=O)c1cnc2n(c1=O)CCS2 | 2.7 | -4 | -3 | 4 | -0.6 | -2 | 0 | 2 | 1 | -17
FC(F)(F)c1ccccc1NC(=S)N/N=C1\CC2CC=CC12 (stereo not given) | -3.9 | -5 | 4 | 5 | -1.2 | 11 | -1 | -1 | 10 | 1
CCOC(=O)Cc1csc(NC(=O)CSc2nnnn2-c2ccc(C)cc2C)n1 | 1.3 | -12 | -1 | -6 | 1.4 | 14 | -28 | -7 | -1 | -5
COc1cc(CC(=O)Nc2ccc(N3CCOCC3)cc2)cc(OC)c1OC | 1.0 | 0 | 0 | 4 | -0.2 | 10 | 2 | 0 | -3 | -14
COC(=O)CCC(=O)N1CCCC(N2CCN(c3cccc(C(F)(F)F)c3)CC2)C1 (stereo not given) | 0.1 | 5 | 5 | 2 | -0.6 | 5 | 2 | 2 | -12 | -3
CCS(=O)(=O)Nc1ccc(C(=O)NCCSc2ccccc2)cc1 | 2.3 | -17 | 2 | 1 | 0.8 | 18 | 0 | 1 | -2 | -4
Cc1cccc(C2=NC(C(F)(F)F)(C(F)(F)F)c3c(n(-c4ccc(F)cc4)c(=O)[nH]c3=O)N2)c1 | -0.6 | 0 | 6 | 1 | 0.6 | -4 | -1 | -1 | -1 | -12
CC(C)OCCCn1c(=S)[nH]c2ncccc2c1=O | 1.6 | 3 | 0 | 1 | 0.6 | 9 | 0 | -1 | -2 | -17
O=C(CN1C(=O)c2ccccc2S1(=O)=O)N1CCN(Cc2ccc3c(c2)OCO3)CC1 | -0.5 | 8 | 9 | -1 | 0.1 | 2 | 6 | 1 | -5 | -12
O=C(NC(=S)Nc1cccc([N+](=O)[O-])c1)C1CCCCC1 | 3.8 | 2 | 0 | -3 | 0.1 | 3 | 7 | -1 | 0 | 7
Cn1nnnc1SCC(=O)c1ccc(Br)s1 | -2.4 | 0 | -12 | 0 | 0.5 | -2 | -29 | -1 | 8 | 8
C/C=C/C(=O)Nc1nnc(-c2ccccc2C)s1 | 3.8 | -4 | -8 | 1 | 0.4 | 5 | 5 | -7 | 2 | -11
CCC1(C)Cc2nc(Cl)c(C#N)cc2CO1 (stereo not given) | 0.8 | 9 | 0 | -3 | 0.1 | -5 | -1 | 4 | 1 | -3
COc1ccc(Cl)cc1NC(=O)c1[nH]c(C)c(C(C)=O)c1C | 3.7 | 2 | -9 | 1 | -0.1 | 8 | 6 | -6 | 2 | 3
O=C(CSc1ccc2c(c1)OCCO2)Nc1ccc(Br)cc1 | 0.4 | 1 | 5 | -2 | -0.6 | 14 | -14 | 2 | 3 | -3
CC(C)Cn1c(=O)c(C(=O)N/N=C/c2cccc(F)c2)c(O)c2ccccc21 | 1.2 | 6 | 2 | 2 | -0.1 | 1 | 2 | -7 | 0 | -7
FC(F)(F)c1nc(-c2ccccc2)ncc1-c1nnnn1-c1ccccc1 | -0.6 | 8 | 0 | -4 | -0.5 | 16 | 2 | 2 | -1 | 16
Cc1cc(C)c2c(C)c(C(=O)Nc3c(C)n(C)n(-c4ccccc4)c3=O)oc2c1 | -0.3 | -4 | -7 | -4 | -0.3 | 1 | 0 | -1 | -3 | 10
CN(C)c1ccc(Nc2nc(N)c([N+](=O)[O-])c(N3CCOCC3)n2)cc1 | 2.7 | 0 | -3 | -1 | -0.7 | 7 | 9 | 2 | 3 | -10
Cc1cc(NC(=O)Cn2cnc3c2c(=O)n(C)c(=O)n3C)n(-c2ccccc2)n1 | 1.9 | 0 | -22 | 2 | -0.7 | 3 | -3 | 9 | 1 | -7
O=c1[nH]cnc2c1ncn2C1CCC(CO)O1 (stereo not given) | . | 10 | 15 | 7 | 0.1 | 5 | 6 | 5 | 4 | 0
Cc1ccc(C(=O)c2ccc(N3CCOCC3)c(F)c2)cc1 | 2.5 | -2 | -11 | 1 | 0.6 | 7 | -11 | -16 | -2 | 9
O=C1c2ccccc2S(=O)(=O)c2cc(C(=O)N3CCN(c4c(Cl)cncc4Cl)CC3)ccc21 | 1.6 | -3 | 8 | 5 | -0.3 | -1 | 2 | 9 | 4 | 4
COc1ccc(/C=C(\NC(=O)c2ccc(C)cc2)C(=O)NCCN2CCOCC2)cc1 | -0.8 | -6 | -5 | 5 | 0.1 | 7 | -3 | -12 | 1 | 1
O=C(Nc1ccc2[nH]ncc2c1)c1ccc(F)cc1 | 2.8 | 4 | -2 | 0 | 0.1 | -5 | 12 | -2 | 1 | 4
CCc1nnc(SCc2ccc([N+](=O)[O-])cc2)nc1CC | 2.0 | -1 | -7 | 1 | 0.1 | 6 | -3 | 3 | -6 | 13
CCn1c(NC(=O)c2ccccc2)c(-c2cccs2)c(=O)c2ccccc21 | -0.6 | -2 | -10 | 1 | -0.1 | 3 | -2 | 3 | 2 | 9
COc1ccc(CCNC(=O)c2ccccc2SC)cc1 | 2.1 | -6 | 4 | 0 | -0.6 | 0 | 7 | 3 | -5 | 0

No new results follow: 2 of the compounds above.
compound | FXN GAA850 act | Tn6 DDE FP | ARFGAP1 inhibitor | GC-A act | KLK7 zymogen act | ADAM10 inh | sPLA2-III inh | GC-B act | rCAG binder | ASAP1 GAP inh
CCOC(=O)COc1ccc(S(=O)(=O)Nc2ccc3c(c2)OCO3)cc1 | -2.3 | 7 | 3 | 5 | 0.1 | -5 | -4 | 0 | 2 | 6
O=[N+]([O-])c1cc2c(cc1Br)CCN2 | -0.2 | -4 | 1 | -1 | -0.4 | 2 | 4 | -3 | -2 | -7

Carrying on.
compound | FXN GAA850 act | Tn6 DDE FP | ARFGAP1 inhibitor | GC-A act | KLK7 zymogen act | ADAM10 inh | sPLA2-III inh | GC-B act | rCAG binder | ASAP1 GAP inh
COc1cc(/C=C/C(=O)OCC(=O)c2ccc(S(=O)(=O)N3CCCCC3)cc2)cc(OC)c1OC | 0.0 | 5 | -2 | 1 | -0.3 | -9 | 2 | -1 | 6 | -17
CC12CCC(=O)N1C(C(=O)NCc1ccccc1Cl)CS2 (stereo not given) | 1.9 | 0 | 0 | 0 | -0.7 | -17 | 14 | 3 | -3 | -3
COc1cc(/C=N/NC(=O)CCNC(=O)c2ccccc2Cl)ccc1O | -0.6 | -4 | 8 | 2 | -6.0 | -30 | -4 | -2 | -1 | 8
COCCCN1C(=O)[C@H](CC(=O)NCC23CC4CC(CC(C4)C2)C3)[C@]2(C(=O)OC)CCCCC=C12 | . | 11 | . | 0 | 0.3 | 3 | -4 | 9 | 0 | .
Cc1cccc2nc(CSc3nc4[nH]ncc4c(=O)n3-c3ccccc3Cl)cc(=O)n12 | 3.1 | 0 | 7 | 7 | 0.3 | -12 | -17 | 9 | 1 | -8
COc1ccccc1C(=O)NCCC(=O)NCC(c1ccccc1OC)N1CCCC1 (stereo not given) | 0.1 | -2 | 3 | 2 | -0.4 | -15 | 5 | 1 | -8 | 9
O=C(Nc1ccc(Cl)cc1Cl)NC1CCN(S(=O)(=O)c2ccc(F)cc2)CC1 | 0.4 | -2 | 14 | -13 | -0.2 | -5 | 21* | -4 | -3 | 7
Cc1ccc(C2CC(C(F)(F)F)n3nc(C(=O)NCc4ccco4)cc3N2)cc1 (stereo not given) | -2.2 | -6 | 14 | 3 | 0.4 | 14 | -5 | 3 | -6 | 9
